Source: PubChem BioAssay (National Center for Advancing Translational Sciences (NCATS))
Tb PFK block = qHTS Assay to Find Inhibitors of T. brucei phosphofructokinase; ATP-dependent 6-phosphofructokinase (Trypanosoma brucei brucei), O15648; T. brucei PFK, ADP-Glo luminescence; hit rate 0.17% among 330,000; Potency, µM (highest dose often 57.5 µM), inactives show at the top dose activity, negative = inhibition, actives largely listed as inhibitors;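 further: potency means the concentration at half of the fitted maximal effect; 0% = uninhibited 1x PFK enzyme wells and -100% = no-enzyme wells; nearly all actives have a fitted effect of over 60% in size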
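ADP-Glo luminescence quantified ADP after 45 min at room temperature, with 1.25 nM T. brucei PFK, 0.1 mM ATP and 0.5 mM fructose-6-phosphate in pH 8.0 TEA buffer. qHTS titrations up to 57 µM; curves classified by quality.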
TCR act = Activators of T cell receptors: qHTS campaign; primary human leukocytes, anti-CD3, IL-2 HTRF, 48 h; Potency, µM (series often up to 9.22 µM), for inactives: at the top dose activation of IL-2 secretion, hits mostly activators; 330,000 tested, under 10 active; AID 504894, 2011; further: % of control where 0% means no effect
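Activity was scored as IL-2 release from primary human leukocytes given only a TCR signal (a-CD3 beads) plus compound for 48 hr. Detection used a two-antibody HTRF format read at 665nm.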
Mito fusion act = qHTS Assay for Small Molecule Inhibitors of Mitochondrial Division or Activators of Mitochondrial Fusion; hit rate 0.23% among 320,000; Potency, µM (series often up to 46.1 µM), without a hit: at the top dose growth rescue (activation), hits mostly activators; S. cerevisiae fusion-defective mutant growth rescue, CellTiterGlo 48 h; AID 485298, 2010;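 further: potency means the concentration at half of the fitted maximal effect; % of control where 0% means no effect; nearly all actives have a fitted effect of over 45% in size; temperature-sensitive fusion mutants such as fzo1-1 at 37 °C on non-fermentable ethanol glycerol medium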
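Luminescent cell viability in 1536-well qHTS format served as the measure of rescued growth in ts fusion-mutant S. cerevisiae cultured on non-fermentable YPEG for 48 hours at 37C.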
ASM inhibitor = Inhibitors of Secretory Acid Sphingomyelinase (S-ASM): qHTS. Sphingomyelin phosphodiesterase (Homo sapiens), P17405. placental ASM, HMU-PC fluorogenic substrate, 60 min. Potency, µM (titrated, usually from 57.5 µM), inactives show top-dose activity change, negative = inhibition, usual class: inhibitors. hit rate 0.006% among 340,000. AID 504937, 2011; further: potency means the concentration at half of the fitted maximal effect
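HMU-PC0 cleavage (9 uM final) by human placental ASM, 60 min at 37 °C following 10 min compound exposure at RT; stopped at pH 10, fluorescence Ex 386/Em 447 nm.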
TSHR antag = Antagonists of the Thyroid Stimulating Hormone Receptor: HTS campaign; activity change, negative = inhibition, % at 11.5 µM; Thyrotropin receptor (Homo sapiens), P16473; hit rate 0.2% among 330,000; TSHR-expressing cells, TSH-stimulated cAMP HTRF, 2 h; stronger effect = lower value;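 active means activity change below a set negative limit, meaning inhibition stronger than a set level, cut at about -70% in these data; inconclusive means activity change between two set negative limits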; further: on the % scale 0 is the no-effect control and ±100 the full control effect
Target sequence (P16473 whole entry, looked up): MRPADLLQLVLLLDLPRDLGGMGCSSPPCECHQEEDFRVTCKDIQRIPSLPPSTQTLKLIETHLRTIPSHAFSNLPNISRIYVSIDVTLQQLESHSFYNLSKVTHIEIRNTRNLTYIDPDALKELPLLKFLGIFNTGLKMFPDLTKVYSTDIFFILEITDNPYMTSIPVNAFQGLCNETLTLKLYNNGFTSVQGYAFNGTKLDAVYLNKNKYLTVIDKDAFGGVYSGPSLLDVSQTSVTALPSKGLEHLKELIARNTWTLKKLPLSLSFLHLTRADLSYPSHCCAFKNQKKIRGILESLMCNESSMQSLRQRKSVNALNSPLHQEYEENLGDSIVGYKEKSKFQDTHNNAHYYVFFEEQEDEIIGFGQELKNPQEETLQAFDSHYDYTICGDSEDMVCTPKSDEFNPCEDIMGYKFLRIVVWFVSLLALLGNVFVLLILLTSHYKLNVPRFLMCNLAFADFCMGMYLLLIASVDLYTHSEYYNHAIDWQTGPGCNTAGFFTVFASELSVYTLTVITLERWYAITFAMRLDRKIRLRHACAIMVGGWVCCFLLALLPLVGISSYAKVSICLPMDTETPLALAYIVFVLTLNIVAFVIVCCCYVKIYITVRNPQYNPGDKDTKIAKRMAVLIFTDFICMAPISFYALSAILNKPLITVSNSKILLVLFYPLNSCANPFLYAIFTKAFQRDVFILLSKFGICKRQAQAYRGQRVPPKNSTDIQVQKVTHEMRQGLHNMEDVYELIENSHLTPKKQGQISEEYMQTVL
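TSHR-expressing cells, 200/well, pre-treated with compound, then stimulated with EC80 TSH (4nM final) for 2 hours at 37 deg C. cAMP measured by competitive HTRF: anti-cAMP cryptate antibody in lysis buffer plus cAMP-d2, read after 30 minutes at room temperature.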
BCR signal inh = qHTS Assay to Find Inhibitors of Chronic Active B-Cell Receptor Signaling; ABC-DLBCL IkBa-CBG/CBR reporter, luminescence ratio, 4 h; Potency, µM (series often up to 46.1 µM), for the others: top-dose ratio change, negative = lower green/red ratio, actives largely listed as inhibitors; hit rate 0.05% among 340,000; active means well fitted inhibition curve with a large enough effect in the signal ratio, with a control signal flat, not every such curve was filed as active; inconclusive means small, poorly fitted or top-dose-only effect, or effect the other way, or a change in a side signal; the % refers to the signal ratio;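 further: potency means the concentration at half of the fitted maximal effect; plate controls were basal doxycycline-induced cells for no effect and cells given 10 µM MG132 for full effect; MG132 reads +100%, hits lower the ratio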
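TMD8 ABC-DLBCL cells carrying doxycycline-inducible green luciferase fused to IkappaBalpha plus unfused red luciferase were exposed to compounds (up to 46 uM) for 4 hrs at 37C. Activity came from the overlap-corrected green/red luminescence ratio.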
Eya2 phos inh = qHTS Assay for Inhibitors of the Phosphatase Activity of Eya2. Protein phosphatase EYA2 (Homo sapiens), O00167. recombinant Eya2, OMFP fluorescence dephosphorylation (OMFP is methylfluorescein phosphate). Potency, µM (titrated, usually from 76.9 µM), without a hit: top-dose activity, negative = inhibition, actives largely listed as inhibitors. hit rate 0.006% among 330,000. AID 488837, 2010; further: potency means the concentration at half of the fitted maximal effect; on the % scale 0 is the no-effect control and ±100 the full control effect
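Eya2 (0.2 uM) preincubated 10 min at ambient with compound, then OMFP substrate added at 50 uM; 10 min reaction in 50 mM HEPES pH 7.5, 50 mM NaCl, 5 uM MgCl2, 0.05% BSA, 1 mM DTT. Fluorescence read at Ex 485/Em 525 nm.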
TSG101-PTAP inh = qHTS Assay for Iinhibitors of HIV-1 Budding by Blocking the Interaction of PTAP/TSG101; 340,000 tested, under 10 active; Potency, µM (highest dose often 115 µM), for inactives: top-dose activity change, negative = inhibition, most hits filed as inhibitors; Fluorescence polarization, FITC-PTAP peptide / Tsg101 binding; active means well fitted inhibition curve with a large enough effect in the main read-out, with a control signal flat, not every such curve was filed as active; inconclusive means small, poorly fitted or top-dose-only effect, or effect the other way, or a change in a side signal; inactive means no such curve, though single readings can be large or run the other way; further: potency means the concentration at half of the fitted maximal effect; % of control where 0% means no effect
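Fluorescence polarization binding of Tsg101 binding domain (10 uM final) to FITC-labeled PTAP peptide (50 nM final) in HEPES pH 7.5 buffer with NaCl, Tween 20, EDTA, TCEP. Compounds added before peptide; binding 20 min at RT.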
AT treatment = qHTS Assay for Identifying a Potential Treatment of Ataxia-Telangiectasia; […] A-T fibroblasts, KAP-1 phosphorylation AlphaLISA; neocarzinostatin DNA damage 30 min before lysis; Potency, µM (highest dose often 57.5 µM), for the others: at the highest dose activation, most hits filed as activators; hit rate 0.19% among 320,000; AID 485349, 2010; further: potency means the concentration at half of the fitted maximal effect; % of control where 0% means no effect; nearly all actives have a fitted effect of over 45% in size
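ATM-like activity read as KAP-1 phosphorylation via AlphaLISA donor/acceptor antibody pairs after lysis and 6 hr at 25C. Cells were ATM-null patient fibroblasts ([…], hTERT), dosed 60 min, then exposed to the DSB inducer NCS for 30 min.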
Integrin act MD = qHTS for Activators of Integrin-Mediated Alleviation for Muscular Dystrophy; alpha7betagal myoblasts, beta-gal FDG fluorescence, 48 h; Potency, µM (top dose mostly 38.3 µM), inactives show at the highest dose activation, usual class: activators; hit rate 0.064% among 350,000; AID 624291, 2012;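 further: potency means the concentration at half of the fitted maximal effect; 100% = response of the positive control SU9516; nearly all actives have a fitted effect of over 60% in size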
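Alpha7betagal+/- myoblasts (passage 13) were plated 16-24 hr, then exposed to compounds (1:260 dilution of DMSO stock) for 48 hours at 37C. After MPER lysis, β-galactosidase reporter activity was read as FDG fluorescence (ex 480/em 540) after 30 minutes.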
ELG1 DNA repair = qHTS screen for small molecules that inhibit ELG1-dependent DNA repair in human embryonic kidney (HEK293T) cells expressing luciferase-tagged ELG1; HEK293T ELG1-luciferase reporter, luminescence, 16 h; DNA damage induced by 5-fluorouridine; Potency, µM (titrated, usually from 46.1 µM), without a hit: at the highest dose activity change, negative = inhibition, most hits filed as inhibitors; hit rate 2.3% among 330,000; AID 504467, 2011; further: potency means the concentration at half of the fitted maximal effect; on the % scale 0 is the no-effect control and ±100 the full control effect; nearly all actives have a fitted effect of over 55% in size
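In this reporter screen, reduction of luminescence relative to DMSO vehicle indicated activity. Compounds and 5-fluorouridine were added together to 2,000 cells per well, incubated for 16 hr at 37 °C, then developed with ONE-Glo.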
* hit, by the source's call; ? = inconclusive; nt = not tested or not shown; [ ] = dose if it differs, or a comment. Unless noted, the call rests on the fitted dose curve; in most records, active means well fitted curve in the direction sought with a large enough effect; inconclusive means small, poorly fitted or top-dose-only effect, or another doubt; inactive means no such curve, though single readings can be large; an effect the other way counts as inactive or inconclusive. This is a random part of the collection, and some 3.2% of all compounds hit somewhere here.

Values run as follows: Tb PFK block	TCR act	Mito fusion act	ASM inhibitor	TSHR antag	BCR signal inh	Eya2 phos inh	TSG101-PTAP inh	AT treatment	Integrin act MD	ELG1 DNA repair
- COc1ccccc1N1CCN(CC(=O)NCCc2ccc(S(N)(=O)=O)cc2)CC1
    -1%	0%	1%	1%	7	4%	8%	-2%	0%	1%	4%
- CC1=CC=CC2=NC(=O)CC(C)(C(=O)N(CC(=O)NC3CCCC3)c3ccccc3C)N12 (configuration not stated)
    0%	nt	-7%	39%[activator]	-3	?	3%	0%	-3%	11%	-3%
- COc1ccc(CN(C)C(=O)c2cnc(C)cn2)c(OC)c1OC
    2%	-5%	8%	-2%	7	-5%	-9%	0%	-17%	7%	-2%
- COc1ccc(-c2nsc3c(N4CCCCC4C)ncnc23)cc1 (configuration not stated)
    -3%	0%	11%	33%[activator]	-12	?	-3%	-1%	9%	-1%	?
- CC(=O)O/N=C(\N)c1ccc(-c2csnn2)cc1
    -3%	3%	-3%	-3%	4	?	10%	-1%	-2%	0%	?
- CC(C(=O)Nc1ccc(C#N)cc1)N(C)CC(=O)Nc1ccccc1Br (configuration not stated)
    2%	-11%	20%	-1%	-3	3%	-1%	-2%	-1%	13%	?
- Cc1ccc(S(=O)(=O)N[C@@H](Cc2ccccc2)C(=O)N2CCC(C(=O)N[C@H](C(=O)O)C(C)O)CC2)cc1 (some centres not stated)
    0%	-3%	3%	0%	-1	5%	-25%	-3%	0%	22%	-8%
- Cc1nn(C)c(Cl)c1/C=N/OC(=O)c1ccccc1
    1%	-4%	-5%	2%	9	2%	-3%	0%	-1%	?	1%
- C=CCNc1nc(N2CCOCC2)nc(N2CCOCC2)n1
    0%	-3%[46.1 µM]	4%	-2%	13	-8%	-1%	-3%	-5%	-9%	-5%
- Cn1c(COc2ccccc2)nnc1SCC(=O)c1cccc([N+](=O)[O-])c1
    -4%	-3%	-3%	-1%	-3	-6%	-3%	-1%	-1%	?	-10%

Part of the list above in a different format.
Molecule	Tb PFK block	TCR act	Mito fusion act	ASM inhibitor	TSHR antag	BCR signal inh	Eya2 phos inh	TSG101-PTAP inh	AT treatment	Integrin act MD	ELG1 DNA repair
Cc1nn(C)c(Cl)c1/C=N/OC(=O)c1ccccc1	1%	-4%	-5%	2%	9	2%	-3%	0%	-1%	?	1%
C=CCNc1nc(N2CCOCC2)nc(N2CCOCC2)n1	0%	-3%[46.1 µM]	4%	-2%	13	-8%	-1%	-3%	-5%	-9%	-5%

In the list so far, 2 have a halogen:
Values run as follows: Tb PFK block	TCR act	Mito fusion act	ASM inhibitor	TSHR antag	BCR signal inh	Eya2 phos inh	TSG101-PTAP inh	AT treatment	Integrin act MD	ELG1 DNA repair
- CC(C(=O)Nc1ccc(C#N)cc1)N(C)CC(=O)Nc1ccccc1Br (configuration not stated)
    2%	-11%	20%	-1%	-3	3%	-1%	-2%	-1%	13%	?
- Cc1nn(C)c(Cl)c1/C=N/OC(=O)c1ccccc1
    1%	-4%	-5%	2%	9	2%	-3%	0%	-1%	?	1%

More structures.
Values run as follows: Tb PFK block	TCR act	Mito fusion act	ASM inhibitor	TSHR antag	BCR signal inh	Eya2 phos inh	TSG101-PTAP inh	AT treatment	Integrin act MD	ELG1 DNA repair
- Cc1cc(/C=C(\C#N)C(=O)O)c(C)n1CC(C)C
    7%	3%[46.1 µM]	-7%	1%	9	19%	4%	0%	-4%	-24%	16%
- O=C(Nc1ccc2c(c1)OCCO2)C1CCN(C(=O)c2ccccc2)CC1
    4%	3%	0%	1%	9	7%	3%	-6%	-6%	-5%	?
- c1cncc(CNc2ncn[nH]2)c1
    3%	-1%	-4%	7%	-5	-9%	0%	-6%	-4%	-12%	-19%
- CC1(C2(O)CC(c3ccccc3)ON2)CCCCC1 (configuration not stated)
    0%	nt	-1%	nt	1	?	-5%	nt	nt	nt	?
- CC(C)COC(=O)N1CCN(S(=O)(=O)c2ccc3c(c2)CCC3)CC1
    2%	8%	7%	-4%	-11	1%	-2%	-6%	8%	-23%	1%
- CC(C)Oc1ccc(N2CC(C(=O)Nc3ccccc3C(=O)NC3CC3)CC2=O)cc1 (configuration not stated)
    1%	4%	5%	5%	18	-9%	6%	1%	5%	-31%	?
- CCOC(=O)C1=C(COC(=O)c2ccc3ccccc3c2O)NC(=O)NC1C (configuration not stated)
    -1%	0%	?	-9%	-20	?	-9%	-10%	-8%	7%	?
- CCOc1ccc(-c2c(=O)n(OCc3ccccn3)c3ccccc3[n+]2[O-])cc1
    5%[0.46 µM]	-3%	-4%	22%	11	2%	-16%	6%	-6%	0%	18%
- CS(=O)(=O)NCCCCNc1ccc(C(F)(F)F)cc1[N+](=O)[O-]
    1%	11%	-6%	-15%	-8	?	-1%	-6%	2%[11.5 µM]	-45%[inhibitor]	4%
- COc1ccc([N+](=O)[O-])cc1N(CC(=O)NCCSc1ccccc1)S(C)(=O)=O
    -2%	4%	-1%	0%	5	9%	6%	-3%	1%	22%	0%
- O=C1CC(Sc2cccs2)C(=O)N1c1ccccc1 (configuration not stated)
    -3%	4%	-6%	0%	1	-3%	-7%	2%	-3%	-46%[inhibitor]	14%
- Cc1ccc(Cl)cc1N1CCN(C(c2ccc(C#N)cc2)c2nnnn2C2CCCC2)CC1 (configuration not stated)
    0%	-1%	3%	1%	-10	4%	-4%	-11%	2%	?	1%
- CN(C)S(=O)(=O)c1ccc(NC(=O)CN2CCC(Cc3ccccc3)CC2)cc1
    -4%	4%	0%	0%	-4	-6%	-5%	0%	10%	-4%	?
- Cc1cc(C)n(C(=O)c2ccc(S(=O)(=O)N3CCOCC3)cc2)n1
    -1%	-3%	-1%	4%	6	4%	4%	-4%	-1%	14%	16%
- Cc1c(C(=O)N2CC3(CC(c4cccc(NC(=O)CC(c5ccccc5)c5ccccc5)c4)=NO3)C[C@@H]2C(N)=O)cc([N+](=O)[O-])cc1[N+](=O)[O-] (some centres not stated)
    2%	8%	14%	10%	-2	?	11%	1%	16%	-3%	17%
- CCNC(=O)Oc1ccc[nH]c1=O
    -8%	2%	2%	6%	14	2%	-7%	3%	-8%	-4%	?
- Cc1cccc(C(=O)Nc2ccc3c(c2)nc(C)n3C)c1
    0%	6%	25%	3%	4	?	-30%	-4%	11%	6%	?
- CC1CCc2nc(NC(=O)CCSc3ccccc3)sc2C1 (configuration not stated)
    1%	1%	-3%	3%	2	10%	-8%	-7%	-2%	-21%	?
- O=S(=O)(Nc1nc2ccccc2nc1-[n+]1cccc(N=C([O-])c2ccccc2Cl)c1)c1ccccc1
    5%	nt	1%	nt	3	-5%	-21%	nt	-7%	nt	-24%
- Fc1ccc(-c2csc(NC3=NCCC3)n2)cc1
    0%	0%	-3%	-3%	4	?	-13%	-1%	11%	23%	?
- COc1ccc(NC(=O)CO/N=C/C(=O)Nc2ccccc2C)c([N+](=O)[O-])c1
    -7%	3%	0%	-9%	-8	?	2%	-3%	-1%	12%	-19%
- Cn1nnnc1Sc1ncnc2scc(-c3cccs3)c12
    ?	-5%	-18%	-6%	1	?	-20%	4%	-1%	nt	?
